RECQ1 helicase: blocks DNA unwinding by human RECQ1. P46063. RECQ1 DNA unwinding, red fluorescence kinetic read. Potency, µM (top dose mostly 57.3 µM), for the others: at the highest dose activity, negative = inhibition, actives largely listed as inhibitors. 240,000 compounds, 0.54% hits. AID 2549; active = well fitted inhibition curve with a large enough effect; inconclusive = small, poorly fitted or top-dose-only effect;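 note: plate controls were vehicle for no effect and no enzyme for full effect; nearly all actives have a fitted effect of over 30% in size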
Target sequence (P46063 whole entry, looked up): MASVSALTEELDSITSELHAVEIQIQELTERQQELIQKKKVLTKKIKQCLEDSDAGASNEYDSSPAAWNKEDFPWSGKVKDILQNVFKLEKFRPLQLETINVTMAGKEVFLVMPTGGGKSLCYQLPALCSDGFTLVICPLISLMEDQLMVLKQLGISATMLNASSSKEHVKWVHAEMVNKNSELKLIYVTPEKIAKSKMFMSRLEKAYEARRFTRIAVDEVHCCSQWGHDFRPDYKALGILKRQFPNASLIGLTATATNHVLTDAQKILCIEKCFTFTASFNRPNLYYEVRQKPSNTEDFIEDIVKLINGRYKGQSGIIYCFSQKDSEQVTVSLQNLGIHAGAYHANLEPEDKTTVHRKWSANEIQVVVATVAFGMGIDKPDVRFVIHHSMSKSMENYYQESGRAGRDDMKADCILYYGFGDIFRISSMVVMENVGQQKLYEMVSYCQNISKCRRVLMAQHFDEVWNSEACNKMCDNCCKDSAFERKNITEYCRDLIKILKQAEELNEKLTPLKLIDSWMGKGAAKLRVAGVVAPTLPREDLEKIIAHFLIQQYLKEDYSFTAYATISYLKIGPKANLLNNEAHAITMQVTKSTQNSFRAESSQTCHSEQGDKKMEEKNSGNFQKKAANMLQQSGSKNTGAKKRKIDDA
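50 nM RECQ1T1 preincubated 15 min with compound in Tris pH 8.0 buffer with MgCl2, DTT, Tween-20 and 2.5 ug/ml poly(dI-dC); started with 200 nM TAMRA/BHQ-2 forked duplex and 2 mM ATP. Unwinding read as fluorescence (525/598 nm), two reads 2 h apart.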
Numbers without * were called inactive; i = inactive; u = inconclusive; & = joins results of further samples. Potency is the fitted concentration of half-maximal effect.

SMILES | RECQ1 helicase
C=C1CC[C@@H]2[C@](C)(CO)[C@H](O)CC[C@@]2(C)[C@@H]1/C=C/C1=CCOC1=O | -20%
C=C(C)CC(C)(C)C | 15%
COc1ccc(C2C=C3CNS(=O)(=O)C3CC2OC(=O)c2ccc(Cl)cc2)cc1 (stereo not drawn) | -6%
CC(=O)Nc1ccc(SCC(c2ccccc2)N2CCN(CCc3ccccc3)CCC2=O)cc1 (stereo not drawn) | -1%
COc1cccc(OC)c1C1=Nn2c(nnc2-c2ccccc2O)SC1 | 12%
CCCN1CCC(=O)N(C(CSc2ccc(Br)cc2)c2ccccc2)CC1 (stereo not drawn) | 12%
COc1ccc(C2CC(c3ccccc3)Oc3cc(OC)ccc32)cc1 (stereo not drawn) | -10%&-4%
O=C(O)c1ccc2c(c1)C(=O)N([C@]1(C(=O)O)C[C@H]1c1ccccc1)C2=O | -7%
CSCC[C@H](NC(=O)[C@H](CC(C)C)NC(=O)[C@H](Cc1c[nH]c2ccccc12)NC(=O)[C@H](CCC(N)=O)NC(=O)[C@@H](NC(=O)[C@H](Cc1ccccc1)NC(=O)[C@H](CC(=O)O)NC(=O)[C@H](CCC(N)=O)NC(=O)[C@H](C)NC(=O)[C@H](CCCNC(=N)N)NC(=O)[C@H](CCCNC(=N)N)NC(=O)[C@H](CO)NC(=O)[C@H](CC(=O)O)NC(=O)[C@H](CC(C)C)NC(=O)[C@H](Cc1ccc(O)cc1)NC(=O)[C@H](CCCCN)NC(=O)[C@H](CO)NC(=O)[C@H](Cc1ccc(O)cc1)NC(=O)[C@H](CC(=O)O)NC(=O)[C@H](CO)NC(=O)[C@@H](NC(=O)[C@H](Cc1ccccc1)NC(=O)[C@@H](NC(=O)CNC(=O)[C@H](CCC(N)=O)NC(=O)[C@H](CO)NC(=O)[C@@H](N)Cc1cnc[nH]1)[C@@H](C)O)[C@@H](C)O)C(C)C)C(=O)N[C@@H](CC(N)=O)C(=O)N[C@H](C(=O)O)[C@@H](C)O | -16%
N#Cc1nc(NCCCCO)nc(Nc2ccccc2)n1 | 0%
O=C(O)c1ccc2c(c1)C(=O)N([C@H](Cc1ccc(C(F)(F)F)cc1)C(=O)O)C2=O | -1%
COc1cc(OC)cc(-c2nnc3n2N=C(c2c(OC)cccc2OC)CS3)c1 | -9%
C[C@H](O)C(N)C(=O)O (stereo partly drawn) | -3%&11%
CC(C)[C@@H]1NC(=O)[C@@H](Cc2ccccc2)NC(=O)[C@H](CC(=O)O)NC(=O)CNC(=O)[C@H](CCCN=C(N)N)NC1=O | -9%
COc1ccc(C2=Nn3c(nnc3-c3ccc(OC)cc3OC)SC2)cc1 | -8%
CC1=CC23C(=O)C(C=C(CO)[C@@H](O)[C@]2(O)[C@H]1O)[C@H]1[C@@H](C[C@H]3C)C1(C)C (stereo partly drawn) | -9%
C[C@@]12CCc3occc3[C@H]1CC[C@@]13C[C@@H](CC[C@H]12)[C@@](O)(CO)C3 | 3%
CCC[C@@H]1CCCO[C@@](C(=O)NCc2ccc(S(C)(=O)=O)cc2)(C(F)(F)F)C1 | i
C=CCN(C)CCCCCCOc1ccc(C(=O)c2ccc(Br)cc2)c(F)c1 | -9%
COc1cc(-c2oc3cc(O)cc(O)c3c(=O)c2O[C@@H]2O[C@H](CO)[C@@H](O)[C@H](O)[C@H]2O)cc(OC)c1O | 11%
CC[C@H](C)[C@H](NC(=O)[C@@H](NC(=O)[C@@H](CC(=O)NO)Cc1ccccc1)[C@@H](C)CC)C(=O)O | -8%
C#CCn1c(=O)c2c(nc(/C=C/c3cccc(OC)c3)n2C)n(CCCOP(=O)(O)O)c1=O | -2%
OC[C@H]1O[C@@H](O[C@@H]2OC=C[C@H]3[C@H](O)[C@@H]4O[C@]4(CO)[C@@H]23)[C@H](O)[C@@H](O)[C@@H]1O | -15%
CC(C)C[C@H](NC(=O)[C@H](CC(C)C)NC(=O)[C@H](Cc1ccc(O)cc1)NC(=O)CNC(=O)[C@H](C)NC(=O)[C@H](CO)NC(=O)[C@H](CC(N)=O)NC(=O)[C@H](CC(C)C)NC(=O)[C@@H](NC(=O)[C@H](Cc1c[nH]c2ccccc12)NC(=O)CN)[C@@H](C)O)C(=O)NCC(=O)N1CCC[C@H]1C(=O)N1CCC[C@H]1C(=O)N1CCC[C@H]1C(=O)NCC(=O)N[C@@H](Cc1ccccc1)C(=O)N[C@@H](CO)C(=O)N1CCC[C@H]1C(=O)N[C@@H](Cc1ccccc1)C(=O)N[C@@H](CCCNC(=N)N)C(N)=O | -4%
C/C=C1\COC(C(=O)NCc2cccc(OC)c2OC)(C(F)(F)F)C=C1C=C1CCCCC1 (stereo not drawn) | -8%
O=C1C[C@H](c2ccc(-c3ccccc3)cc2)N1S(=O)(=O)c1ccccc1[N+](=O)[O-] | -2%
CC(C)[C@H](NC(=O)[C@H](CCCCN)NC(=O)[C@@H](NC(=O)[C@@H]1CCCN1C(=O)[C@H](CCCN=C(N)N)NC(=O)[C@H](CCCN=C(N)N)NC(=O)[C@H](CCCCN)NC(=O)[C@H](CCCCN)NC(=O)CNC(=O)[C@@H](NC(=O)[C@@H]1CCCN1C(=O)[C@@H](N)CCCCN)C(C)C)C(C)C)C(=O)N[C@@H](Cc1ccc(O)cc1)C(=O)N1CCC[C@H]1C(=O)O | -2%
CC(C)C[C@H](NC(=O)[C@H](CC(C)C)NC(=O)[C@H](Cc1ccccc1)NC(=O)[C@@H](N)CO)C(=O)N[C@@H](CCCN=C(N)N)C(=O)N[C@@H](CC(N)=O)C(=O)O | -6%
CC(=O)c1ccc(N2CCOCC2)cc1O | 0%
CC(=O)OCC(NC(=O)C(CCCCNC(=O)OCc1ccccc1)NC(=O)OC(C)(C)C)C1OC(n2ccc(=O)[nH]c2=O)C(OC(C)=O)C1OC(C)=O (stereo not drawn) | i

Some of the entries above in a different format:
Compound	RECQ1 helicase
O=C(O)c1ccc2c(c1)C(=O)N([C@H](Cc1ccc(C(F)(F)F)cc1)C(=O)O)C2=O	-1%
COc1cc(OC)cc(-c2nnc3n2N=C(c2c(OC)cccc2OC)CS3)c1	-9%
C[C@H](O)C(N)C(=O)O (stereo partly drawn)	-3%&11%
CC(C)[C@@H]1NC(=O)[C@@H](Cc2ccccc2)NC(=O)[C@H](CC(=O)O)NC(=O)CNC(=O)[C@H](CCCN=C(N)N)NC1=O	-9%
COc1ccc(C2=Nn3c(nnc3-c3ccc(OC)cc3OC)SC2)cc1	-8%

(further entries)
SMILES | RECQ1 helicase
CC(=O)N[C@H]1CSSC[C@@H](C(=O)N2CCC[C@H]2C(=O)N2CCC[C@H]2C(=O)N[C@@H](CCCCN)C(=O)N[C@@H](CC(=O)O)C(N)=O)NC(=O)CNC(=O)[C@H](Cc2c[nH]c3ccccc23)NC(=O)[C@H](CCCNC(=N)N)NC(=O)[C@@H](Cc2ccc(Cl)c(Cl)c2)NC(=O)[C@H](Cc2cnc[nH]2)NC(=O)[C@H](CCC(=O)O)NC1=O | 17%
CCCC[C@H]1CCCO[C@@](C(=O)NCc2ccccc2)(C(F)(F)F)C1 | 7%
Cc1noc(C)c1-c1ccc2ncnc(NCc3ccccc3F)c2c1 | 3%
CC[C@H](C)[C@H](NC(=O)[C@H](CCC(=O)O)NC(=O)[C@@H](N)CO)C(=O)N[C@@H](CCC(N)=O)C(=O)N[C@@H](CC(C)C)C(=O)N[C@@H](CCSC)C(=O)N[C@@H](Cc1cnc[nH]1)C(=O)N[C@@H](CC(N)=O)C(=O)N[C@@H](CC(C)C)C(=O)NCC(=O)N[C@@H](CCCCN)C(=O)N[C@@H](Cc1cnc[nH]1)C(=O)N[C@@H](CC(C)C)C(=O)N[C@@H](C)C(=O)N[C@@H](CO)C(=O)N[C@H](C(=O)N[C@@H](CCC(=O)O)C(=O)N[C@@H](CCCNC(=N)N)C(=O)N[C@@H](CCSC)C(=O)N[C@@H](CCC(N)=O)C(=O)N[C@@H](Cc1c[nH]c2ccccc12)C(=O)N[C@@H](CC(C)C)C(=O)N[C@@H](CCCNC(=N)N)C(=O)N[C@@H](CCCCN)C(=O)N[C@@H](CCCCN)C(=O)N[C@@H](CC(C)C)C(=O)N[C@@H](CCC(N)=O)C(=O)N[C@@H](CC(=O)O)C(=O)N[C@H](C(=O)N[C@@H](Cc1cnc[nH]1)C(=O)N[C@@H](CC(N)=O)C(=O)N[C@@H](Cc1ccccc1)C(=O)O)C(C)C)C(C)C | -7%
O=C(O)[C@@]1(CCCCCCOc2ccc(Cl)cc2)CO1 | -15%
C=COC(=O)/C=C/C | 4%
CCCC[C@@H]1CCCO[C@@](C(=O)NCc2cc(C)n(C)n2)(C(F)(F)F)C1 | i
COc1ccc(C(=O)Nc2sc3c(c2C(N)=O)CCCC3)cc1OC | u
N#Cc1ccc(C[C@H](C(=O)O)N2C(=O)c3ccc(C(=O)O)cc3C2=O)cc1 | -6%
CC[C@H](C)[C@H](NC(=O)[C@H](C)NC(=O)[C@H](Cc1cnc[nH]1)NC(=O)[C@@H]1CCCN1C(=O)CNC(=O)[C@H](CC(C)C)NC(=O)[C@H](CC(C)C)NC(=O)[C@H](Cc1ccc(O)cc1)NC(=O)CNC(=O)[C@H](C)NC(=O)[C@H](CO)NC(=O)[C@H](CC(N)=O)NC(=O)[C@H](CC(C)C)NC(=O)[C@@H](NC(=O)[C@H](Cc1c[nH]c2ccccc12)NC(=O)CN)[C@@H](C)O)C(=O)O | -15%
CSCC[C@H](NC(=O)[C@H](CO)NC(=O)[C@H](Cc1ccc(O)cc1)NC(=O)[C@@H](N)CO)C(=O)N[C@@H](CCC(=O)O)C(=O)N[C@@H](Cc1cnc[nH]1)C(=O)N[C@@H](Cc1ccccc1)C(=O)N[C@@H](CCCNC(=N)N)C(=O)N[C@@H](Cc1c[nH]c2ccccc12)C(=O)NCC(=O)N[C@@H](CCCCN)C(=O)N1CCC[C@H]1C(=O)N[C@H](C(=O)NCC(=O)N[C@@H](CCCCN)C(=O)N[C@@H](CCCCN)C(=O)N[C@@H](CCCNC(=N)N)C(=O)N[C@@H](CCCNC(=N)N)C(=O)N1CCC[C@H]1C(=O)N[C@H](C(=O)N[C@@H](CCCCN)C(=O)N[C@H](C(=O)N[C@@H](Cc1ccc(O)cc1)C(=O)N1CCC[C@H]1C(=O)N[C@@H](CC(N)=O)C(=O)NCC(=O)N[C@@H](C)C(=O)N[C@@H](CCC(=O)O)C(=O)N[C@@H](CC(=O)O)C(=O)N[C@@H](CCC(=O)O)C(=O)N[C@@H](CO)C(=O)N[C@@H](C)C(=O)N[C@@H](CCC(=O)O)C(=O)N[C@@H](C)C(=O)N[C@@H](Cc1ccccc1)C(=O)N1CCC[C@H]1C(=O)N[C@@H](CC(C)C)C(=O)N[C@@H](CCC(=O)O)C(=O)N[C@@H](Cc1ccccc1)C(=O)O)C(C)C)C(C)C)C(C)C | 5%
O=C(O)c1ccc2c(c1)C(=O)N([C@H](Cc1cccc3ccccc13)C(=O)O)C2=O | -2%
O=S(=O)(Nc1cccc2cccnc12)c1ccc(Br)cc1 | -9%
Nc1ccccc1Oc1ccccc1 | -15%
CCC1(CC)C(=O)C2=C3C1[C@H](C(=O)OC)CC(C(=O)OC)C[C@H]3[C@H]1C(=O)N(c3ccccc3)C(=O)[C@H]1[C@H]2C (stereo partly drawn) | -1%
C=CCOC(/C=C/c1ccccc1)CC (stereo not drawn) | -6%
CCC[C@H]1C[C@H](C(=O)NC(C(C)Cl)C2O[C@@H](SC)C(OP(=O)(O)O)[C@@H](O)[C@@H]2O)N(C)C1 (stereo partly drawn) | i
CC[C@H](C)[C@H](NC(=O)[C@H](C)NC(=O)[C@H](Cc1cnc[nH]1)NC(=O)[C@@H]1CCCN1C(=O)CNC(=O)[C@H](CC(C)C)NC(=O)[C@H](CC(C)C)NC(=O)[C@H](Cc1ccc(O)cc1)NC(=O)CNC(=O)[C@H](C)NC(=O)[C@H](CO)NC(=O)[C@H](CC(N)=O)NC(=O)[C@H](CC(C)C)NC(=O)[C@@H](NC(=O)[C@H](Cc1c[nH]c2ccccc12)NC(=O)CN)[C@@H](C)O)C(=O)N[C@@H](CC(=O)O)C(=O)N[C@@H](CC(N)=O)C(=O)N[C@@H](Cc1cnc[nH]1)C(=O)N[C@@H](CCCNC(=N)N)C(=O)N[C@@H](CO)C(=O)N[C@@H](Cc1ccccc1)C(=O)N[C@@H](CO)C(=O)N[C@@H](CC(=O)O)C(=O)N[C@@H](CCCCN)C(=O)N[C@@H](Cc1cnc[nH]1)C(=O)NCC(=O)N[C@@H](CC(C)C)C(=O)N[C@H](C(N)=O)[C@@H](C)O | 10%
CCOC(=O)C1=C[C@@H](C(=O)OCC)[C@@H]2C3=C(C(=O)C2(C)C)[C@H](c2ccccc2)[C@@H]2C(=O)N(c4ccccc4)C(=O)[C@@H]2[C@@H]3C1 | 5%
Cc1cn(C2CC3OCC(NC(=O)C(NC(=O)OC(C)(C)C)C(C)OCc4ccccc4)C3O2)c(=O)[nH]c1=O (stereo not drawn) | 12%
N#Cc1ccc(C[C@@H](NS(=O)(=O)c2ccc(C(=O)O)cc2)C(=O)O)cc1 | i
Nc1cccc2c(=O)[nH]ccc12 | 20µM*
c1ccc(-c2[nH]ncc2-c2ccnc3ccccc23)nc1 | -21%
Cn1cnnc1Sc1c([N+](=O)[O-])ncn1C | -5%

Bioassay records: PubChem, National Center for Advancing Translational Sciences (NCATS)

Only part of the results is shown; count on the stated rates, not on these rows.
